H9c2 TAG inh – inhibitors of triacylglycerol accumulation; H9c2 cells, Nile Red lipid (TAG) fluorescence; cells loaded with 200 µM oleic acid; inhibition, % at 12.5 µM; 230,000 tested, 0.66% active; AID 651582;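 active = pattern-corrected inhibition of lipid staining of at least 50% with the nuclear-stain viability signal not falling by more than 50%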;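 also: 0% = DMSO wells and 100% = triacsin C control wells; some results filed as inactive read as strong as hits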
H9c2 TAG inh DAPI viability – second read-out of H9c2 TAG inh, no call of its own (marks repeat the call); DAPI nuclei signal change (viability), lower = more cytotoxic, %;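 whole-well DAPI fluorescence read on a plate reader as a viability signal; minus 50 percent equals half of cells still viable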
* marks the source's active call; other numbers are inactive results. Some of the compounds tested; the hit share may differ from the screen's.

SMILES	H9c2 TAG inh	H9c2 TAG inh DAPI viability
O=C(C1=C[C@@H](c2ccc3c(c2)OCO3)C[C@@H](OCc2ccc(CO)cc2)O1)N1CCOCC1	-17.1	5.6
Cc1ccccc1C(=O)NC(C(N)=O)P(=O)(OC(C)C)OC(C)C (configuration not stated)	12.9	0.2
CC1(C(=O)NCCc2ccccc2)Cc2c(-c3ccccc3)ccnc2O1 (configuration not stated)	-2.7	-2.1
COc1cc(CNn2c(C)n[nH]c2=S)cc(Cl)c1OCC(=O)NC(C)(C)C	2.1	4.8
O=C(CN1C(=O)CSc2ncccc21)N1CCOCC1	4.9	3.3
Cc1ccc(CCNC(=O)CN(C)S(=O)(=O)c2ccc3c(c2)c(=O)n(C)c(=O)n3C)cc1	-3.9	3.5
CCn1c(SCC(=O)NCc2ccc(F)cc2)nc2c(c1=O)SC(C)C2 (configuration not stated)	7.8	3.7
O=C(CSc1nc(=O)n2ccccc2n1)NCc1ccccc1Cl	17.3	2.2
CC(C)(C)OC(=O)C(C(=O)OC(C)(C)C)c1ccc(Cl)nn1	-11.5	2.6
Cc1cccc(OCC(=O)Nc2cc(S(=O)(=O)N3CCOCC3)ccc2N2CCCC2)c1C	-13.6	5.1
Cc1ccc(CNC(=O)CCc2c(C)nc3ncnn3c2C)cc1	-8.9	14.9
N#C/C(=C(/O)COc1cccc2ccccc12)c1nc2ccccc2[nH]1	1.6	-8.5
CC(NC(=O)C1CCCCC1)C(=O)NC1=NCCS1 (configuration not stated)	-4.0	-1.9
O=C(NC(Nc1cc(C(F)(F)F)ccc1Cl)C(=O)c1ccccc1)c1ccccc1 (configuration not stated)	21.9	4.2
Cc1nn(CC(=O)N(C)C2CCS(=O)(=O)C2)c(C)c1[N+](=O)[O-] (configuration not stated)	-9.3	2.7
COc1cc(/C=N/n2c(SC)nnc(C(C)(C)C)c2=O)ccc1O	1.1	-4.8
CCc1ccc2c(c1)C(=O)C[C@]1(CCC[C@H](C)C1)O2	-6.9	1.1
CCCNC(=O)c1cc(S(=O)(=O)N2CCCCC2)ccc1N1CCOCC1	28.1	-6.2
CCOC(=O)/C(C#N)=N/Nc1ccc(S(=O)(=O)Nc2cc(OC)nc(OC)n2)cc1	10.8	-5.6
COC(=O)c1ccc(C(C(=O)NC2CCCCC2)N(C(=O)Cc2cccs2)C2CC2)cc1 (configuration not stated)	22.1	-10.3
CNc1nnc(-c2cc3cc(Cl)ccc3oc2=O)s1	3.6	12.1
Cc1ccc(C)c(OCCC(=O)Nc2cccc(S(=O)(=O)N3CCCCC3)c2)c1	-26.6	-5.4
CN(Cc1ccc(Cl)cc1)C(=O)c1cc(S(=O)(=O)N2CCOCC2)ccc1N1CCCC1	4.2	-2.7
CCCSc1nc(C)c(C(C)=O)cc1C#N	-11.2	-4.2
O=C(NCc1nnc(SCC(=O)N2CCN(c3ccccc3)CC2)o1)c1c(F)cccc1Cl	8.0	-9.0
Cc1cc(=O)oc2cc(OC(=O)CCCCCN3C(=O)c4ccccc4C3=O)ccc12	7.0	12.1
Cc1ccc(-n2nnc3c(SCC(=O)NCc4ccco4)ncnc32)cc1	-9.3	1.5
COC(=O)c1ccn(CSc2c(F)c(F)cc(F)c2F)n1	-8.9	1.0
CCCCNc1cc(Cl)nc(N)n1	-3.3	-5.2
COc1cccc(NC(=O)N(C)C[C@H]2Oc3cc(Br)ccc3S(=O)(=O)N([C@H](C)CO)C[C@H]2C)c1	-2.1	6.4
O=C(NCc1ccccc1)c1onc(CSc2nc3ccccc3[nH]2)c1C(=O)NCc1ccccc1	39.7	-2.3
O=S(=O)(Nc1ncnc2sc3c(c12)CCC3)c1ccc(Cl)s1	9.0	-5.5
CCCCCCCC(=O)Nc1cc(C(=O)NCCC)ccc1N1CCC2(CC1)CC(c1cccc(Br)c1)=NO2	70.3*	7.4*
COC(=O)c1sccc1NN1C(=O)c2ccccc2C1=O	10.4	-8.3
CC(=O)Nc1ccc(C(=O)N2CCCCC2c2cc(C(=O)NCc3ccc(F)cc3)no2)cc1 (configuration not stated)	13.4	-1.2
Cc1ccc(OCC(=O)NNc2c3ccccc3nc3ccccc23)cc1	-10.2	4.9
COc1ccccc1NC(=O)C(C)NS(=O)(=O)c1ccc(Cl)cc1 (configuration not stated)	-0.8	-0.8
CC(C)(C)[C@@H]1COC(=O)[C@@H](Cc2ccc(F)cc2)CC/C=C\C[C@@H](CC(=O)N(CCO)Cc2ccccc2)C(=O)N1	20.7	-4.1
COc1ccc(NC(=O)Nc2cccc3c2O[C@H](CN(C)S(=O)(=O)c2ccc(OC)cc2)[C@@H](C)CN([C@H](C)CO)C3=O)cc1	-14.3	5.6
Cc1ccc(S(=O)(=O)CC(c2ccccc2)N2CCCCC2)cc1 (configuration not stated)	-10.4	6.5
c1ccc(-n2c(SCC3CCCCO3)nnc2-c2cnccn2)cc1 (configuration not stated)	3.6	-7.9
COCCNc1nc(NCc2ccc(C(C)C)cc2)c2sccc2n1	-4.0	-1.8
CCN1CCN(c2ccc(S(=O)(=O)N3CCCCC3)cc2NC(=O)Cc2ccc(Cl)c(Cl)c2)CC1	5.5	8.4
CC(=O)Nc1ccc(S(=O)(=O)NCC2CCC(C(=O)NCc3ccccc3)CC2)cc1 (configuration not stated)	-16.8	2.7
O=C(c1cc(-c2ccccc2)nn1-c1ccccc1)N1CCN(S(=O)(=O)c2ccc(F)cc2)CC1	-20.1	-7.7
Nc1nc(Nc2cccc(F)c2)nc2ccccc12	-34.6	16.2
CNc1ccc(C(=O)OCC(=O)NC(=O)NC2CCCC2)cc1[N+](=O)[O-]	14.3	-4.3
CCCN(CC(=O)Nc1ccccc1C)C(=O)COC(=O)c1cnc(C)cn1	3.7	3.5
[N-]=[N+]=NCC/C=C\C1NS(=O)(=O)OCC1O (configuration not stated)	16.8	-11.9
C=CCOc1ccc(C2C(C(=O)c3ccco3)=C(O)C(=O)N2Cc2cccnc2)cc1 (configuration not stated)	2.0	-15.6
CN(C(=O)COC(=O)c1cc(=O)[nH]c2ccccc12)C1CCCCC1	-14.9	3.5
COc1ccccc1N(CC(=O)NC1CC2CCC1C2)S(=O)(=O)c1ccc(C)cc1 (configuration not stated)	-33.6	5.5
O=C(CCCOc1ccc(Cl)cc1Cl)NNC(=O)C1CCC1	-11.6	-2.9
CCCCCOc1ccc(C2NC(=O)NC2=O)cc1 (configuration not stated)	-4.8	-7.2
COc1cccc(C(=O)O[C@H]2[C@H](C)NS(=O)(=O)[C@H]3C[C@@H]4C=C[C@]23O4)c1	6.7	-10.0
COc1ccc(-n2nc3c(c2NC(=O)COc2ccccc2F)CS(=O)(=O)C3)cc1	8.7	-0.9
O=C(c1ccc(F)cc1)C1CCN(C(=O)Nc2ccc(F)cc2)CC1	47.4	-11.8
S=c1nc(-c2ccc(Br)cc2)oc2c1CCCC2	15.8	-6.1
Cc1ccc(NC(=O)C(=O)NCCOc2ccc(Cl)cc2)c(C)c1	-13.6	1.3
C=CCC(C#Cc1ccccc1)[N+](C)(C)CC=C (configuration not stated)	-18.5	10.6

Further compounds follow.
SMILES	H9c2 TAG inh	H9c2 TAG inh DAPI viability
CCOC(=O)C1(C)C=C(Nc2ccc(OC)cc2)C(=O)N1c1ccc(OC)cc1 (configuration not stated)	-11.7	15.5
Cc1nc(N2CCN(C)CC2)c2sc(=S)n(-c3ccccc3)c2n1	13.5	11.0
Cc1nnc(NC(=O)CSc2ccc3nnc(-c4ccccn4)n3n2)s1	-6.2	-5.6
CN(C(=O)COC(=O)/C=C/c1cccc([N+](=O)[O-])c1)C1CCS(=O)(=O)C1 (configuration not stated)	1.6	-0.5
CCOC(=O)C1=CN(Cc2cccc(-c3ccc(F)cc3)c2)S(=O)(=O)N(C)C1C (configuration not stated)	-7.2	2.5
COc1ccc(C(=O)CSc2nnc(CNC(=O)c3ccccc3)n2C)cc1	6.8	4.4
Cc1cc(NC(=O)c2ccc(Cl)c(S(=O)(=O)N3CCCCC3)c2)no1	1.4	0.7
CCOC(=O)N1CCN(S(=O)(=O)c2cc(OCC)ccc2OCC)CC1	9.9	-11.5
O=C1C=C(c2c(O)ccc3ccccc23)c2ccccc2C1=O	24.6	-30.1
Fc1ccccc1C(c1nnnn1Cc1ccc2c(c1)OCO2)N1CCN(Cc2ccccc2)CC1 (configuration not stated)	-23.4	13.8
Cn1nnnc1SCC(=O)NC(=O)c1cccc([N+](=O)[O-])c1	12.0	0.5
Nc1nccc(-c2cc(-c3ccc(Cl)cc3Cl)no2)n1	2.7	-6.9
CCOC(=O)c1sc(N)c(C(=O)Nc2ccccc2OC)c1C	-6.9	-18.4
O=C(CCN1CCN(c2ccccc2)CC1)N/N=C/c1ccccc1OC(F)F	8.4	-2.3
COc1cccc(-c2cnc3c(NC(C)=O)cc(-c4cccc(NC(C)=O)c4)cn23)c1	7.9	2.8
Cc1ccc(N=C(N)N=C(N)N)c(C)c1	5.5	-6.5
CC1(C(=O)NC2CCN(Cc3ccccc3)CC2)CCN1Cc1ccc2ccccc2c1 (configuration not stated)	5.7	10.6
Cn1c(=O)c2c(nc(CN3CCN(CCO)CC3)n2Cc2cccc3ccccc23)n(C)c1=O	-4.2	17.3
Cc1ccn2c(=O)nc(SCC(=O)OCc3ccccc3)nc2c1	-14.2	3.4
O=C(/C=C/c1cccc(F)c1)OCC(=O)c1ccc[nH]1	-51.6	-3.9
O=C(NCc1ccccc1Cl)C1CCN(C(=O)c2ccc(F)cc2)CC1	-7.2	10.6
C#Cc1ccc([C@H]2C=C(C(=O)N3CCN(Cc4ccc5c(c4)OCO5)CC3)O[C@@H](OCC)[C@@H]2CCCO)cc1	-12.2	3.2
CCCCc1ccc(S(=O)(=O)N/N=C(/C)c2ccncc2)cc1	-5.6	-0.8
CSc1ccc(NC(=O)c2cccnc2)cc1C#N	0.5	-6.4
CC(=O)CCSc1nnc(-c2cccc(S(=O)(=O)N3CCOCC3)c2)o1	-4.0	2.2
O=C(Nc1ccccc1N1CCOCC1)c1ccc2nc[nH]c2c1	2.9	-8.6
COc1ccc(NC(=O)CN(c2cc(C)cc(C)c2)S(=O)(=O)c2c(C)n[nH]c2C)cc1	8.0	-6.9
CCN(CC)CCNC(=O)C1(c2ccccc2)CCCCC1	1.9	7.5
CCN(CC(=O)Nc1ccccc1C(F)(F)F)C(=O)c1ccc(NC(=O)c2cccs2)cc1	11.0	-0.6
COC(=O)C1=C(C)N(c2ccc(OC)cc2)C(C)=C(C(=O)OC)C1c1ccc(OC)cc1	-3.1	-1.6
CC(=O)Oc1cc(C(=O)OCC(=O)N2CCc3ccccc3C2)cc(OC(C)=O)c1OC(C)=O	12.3	-15.5
Cc1ccc(-c2c[n+](Cc3ccc(Cl)cc3)c3n2CCC3)cc1	-8.0	4.0

By substructure, the entries above with an aryl methoxy group (15)
SMILES	H9c2 TAG inh	H9c2 TAG inh DAPI viability
COc1cc(CNn2c(C)n[nH]c2=S)cc(Cl)c1OCC(=O)NC(C)(C)C	2.1	4.8
COc1cc(/C=N/n2c(SC)nnc(C(C)(C)C)c2=O)ccc1O	1.1	-4.8
CCOC(=O)/C(C#N)=N/Nc1ccc(S(=O)(=O)Nc2cc(OC)nc(OC)n2)cc1	10.8	-5.6
COc1cccc(NC(=O)N(C)C[C@H]2Oc3cc(Br)ccc3S(=O)(=O)N([C@H](C)CO)C[C@H]2C)c1	-2.1	6.4
COc1ccccc1NC(=O)C(C)NS(=O)(=O)c1ccc(Cl)cc1 (configuration not stated)	-0.8	-0.8
COc1ccc(NC(=O)Nc2cccc3c2O[C@H](CN(C)S(=O)(=O)c2ccc(OC)cc2)[C@@H](C)CN([C@H](C)CO)C3=O)cc1	-14.3	5.6
COc1ccccc1N(CC(=O)NC1CC2CCC1C2)S(=O)(=O)c1ccc(C)cc1 (configuration not stated)	-33.6	5.5
COc1cccc(C(=O)O[C@H]2[C@H](C)NS(=O)(=O)[C@H]3C[C@@H]4C=C[C@]23O4)c1	6.7	-10.0
COc1ccc(-n2nc3c(c2NC(=O)COc2ccccc2F)CS(=O)(=O)C3)cc1	8.7	-0.9
CCOC(=O)C1(C)C=C(Nc2ccc(OC)cc2)C(=O)N1c1ccc(OC)cc1 (configuration not stated)	-11.7	15.5
COc1ccc(C(=O)CSc2nnc(CNC(=O)c3ccccc3)n2C)cc1	6.8	4.4
CCOC(=O)c1sc(N)c(C(=O)Nc2ccccc2OC)c1C	-6.9	-18.4
COc1cccc(-c2cnc3c(NC(C)=O)cc(-c4cccc(NC(C)=O)c4)cn23)c1	7.9	2.8
COc1ccc(NC(=O)CN(c2cc(C)cc(C)c2)S(=O)(=O)c2c(C)n[nH]c2C)cc1	8.0	-6.9
COC(=O)C1=C(C)N(c2ccc(OC)cc2)C(C)=C(C(=O)OC)C1c1ccc(OC)cc1	-3.1	-1.6
